NPYLR7 agonist: activates Aedes aegypti NPYLR7 receptor; HEK293T NPYLR7/Galpha15, GCaMP6s calcium fluorescence; activation, % at 10 µM; 270,000 compounds, 0.15% hits; in the data active = activation above about 40%;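 note: 0% = vehicle and 100% = reference agonist at the receptor; some compounds past the cut are filed as inactive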
mcGAS inh: mouse cGAS inhibition by luminescence. 160,000 compounds, 0.15% hits. Q8C6L5. inhibition, % at 12.5 µM. AID 1259399. recombinant cGAS, Kinase-Glo ATP depletion luminescence;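 note: 0% = negative control wells and 100% = reference inhibitor with no enzyme activity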
hcGAS inh: inhibitors of human cGAS; Q8N884; recombinant h-cGAS, ATP depletion, Kinase-Glo luminescence; inhibition, % at 12.5 µM; 290,000 compounds, 0.081% hits;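 note: 0% = vehicle reaction and 100% = reaction without DNA for no activity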
Target sequence (Q8N884 whole entry, looked up): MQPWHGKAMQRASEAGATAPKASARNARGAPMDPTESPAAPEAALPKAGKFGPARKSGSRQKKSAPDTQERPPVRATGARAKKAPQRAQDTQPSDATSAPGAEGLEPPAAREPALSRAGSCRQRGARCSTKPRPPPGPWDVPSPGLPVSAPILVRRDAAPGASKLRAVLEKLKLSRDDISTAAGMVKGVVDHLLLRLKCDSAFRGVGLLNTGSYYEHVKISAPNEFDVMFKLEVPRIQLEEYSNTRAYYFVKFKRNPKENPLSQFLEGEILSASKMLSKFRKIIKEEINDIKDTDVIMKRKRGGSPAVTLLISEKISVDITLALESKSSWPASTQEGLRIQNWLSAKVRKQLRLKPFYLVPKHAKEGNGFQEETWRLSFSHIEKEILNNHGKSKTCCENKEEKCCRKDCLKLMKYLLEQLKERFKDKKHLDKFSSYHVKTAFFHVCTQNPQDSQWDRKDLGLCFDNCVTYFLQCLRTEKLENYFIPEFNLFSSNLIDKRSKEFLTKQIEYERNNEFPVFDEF
Numbers without * were called inactive; . = no result given; & = joins results of further samples. Cut-off read from the data, not from the text of the source, unless noted: active = inhibition above about 40%; inactive = the rest. The order is random; any-hit rate near 0.27%.

| item | smiles | NPYLR7 agonist | mcGAS inh | hcGAS inh |
| --- | --- | --- | --- | --- |
| 1 | Cc1cc([N+](=O)[O-])cc(S(=O)(=O)NNC(=O)c2cc3c(s2)CCCCC3)c1C | -5 | -7 | -7 |
| 2 | O=C(c1cccs1)N1CCN(CC(OCc2c(F)cccc2F)c2ccc(Cl)cc2)CC1 (centres undefined) | -2 | -6 | -5 |
| 3 | CCCc1nn(-c2ccc(C)cc2)c(CC)c1C(=O)O | 8 | -5 | -5 |
| 4 | CCOC(=O)c1nc2cc(C)c(C)cc2nc1N1CCN(S(=O)(=O)c2cc(C)ccc2C)CC1 | 8 | -2 | -1 |
| 5 | O=C(Nc1nccs1)c1ccc2c(c1)C(=O)N(CC1CCCO1)C2=O (centres undefined) | -8 | 2 | 2 |
| 6 | CC(C)(C)OC(=O)N1CCCCCCNC(=O)[C@@H]2CCC[C@@H]21 | . | 3 | 13 |
| 7 | CNC(=O)c1cc(-c2cnc3ccccc3c2)ccc1Cl | 5 | . | -2 |
| 8 | CC(C)NC(=O)c1cn(C2CCN(c3ncncc3C(C)C)CC2)nn1 | 3 | . | -4 |
| 9 | CCCN(Cc1cccnc1)Cc1nc2ccccc2n1C(C)C | -4 | -7 | -4 |
| 10 | COc1ccc(Nc2nccc3[nH]c(-c4ccccc4)nc23)cc1OC | -6 | -5 | -1 |
| 11 | CCCc1nc(-c2ccc(S(N)(=O)=O)cc2)cs1 | -3 | . | -10 |
| 12 | Cc1ccc(C)c2[nH]c(=O)c(CCNC(=O)CCC3CCCC3)cc12 | -2 | -6 | -6 |

Screen by screen, as entered above:
hcGAS inh, compounds 1 to 6, in order: -7, -5, -5, -1, 2, 13
mcGAS inh, compounds 1 to 6, in order: -7, -6, -5, -2, 2, 3

Further entries:
| item | smiles | NPYLR7 agonist | mcGAS inh | hcGAS inh |
| --- | --- | --- | --- | --- |
| 13 | O=C(Cn1cnc2c(nnn2Cc2ccc(F)cc2)c1=O)c1ccccc1 | 3 | . | 1 |
| 14 | COc1cccc2c(=O)n(CC(=O)N3CCOCC3)ccc12 | 3 | -7 | -4 |
| 15 | Cc1cc(CNC2CCN(C)C2=O)ccc1Br (centres undefined) | 0&10 | -6 | 8&-11 |
| 16 | Cc1noc(C)c1C(=O)OCc1nc(-c2cccs2)no1 | 13 | . | -4 |
| 17 | O=C(Cc1noc(CCc2ccco2)n1)NCc1ccccc1 | 10 | . | -6 |
| 18 | CC(=O)NC12CC3CC(C1)CC(C(=O)NCCSCc1ccc(C)cc1)(C3)C2 | 2 | -6 | 0 |
| 19 | Oc1ccc(C=NN=CC2=C(N3CCOCC3)C(=Cc3ccccc3)CC2)c(O)c1 | 6 | -6 | -9 |
| 20 | Cc1n[nH]c(C)c1CNC(=O)[C@H]1C[C@@H](C(=O)O)N(C)[C@H]1c1ccccc1F | 2 | . | -1 |
| 21 | Cc1ccc(F)cc1-n1c(Cc2ccc(O)cc2)n[nH]c1=O | 3 | . | -2 |
| 22 | Cc1ccc(C(=O)NCCc2cc3c(C)ccc(C)c3[nH]c2=O)cc1C | 1 | -7 | -7 |
| 23 | O=C(CC1CC1)NCC1CCN(Cc2ccc(F)c(Cl)c2)C1 (centres undefined) | 2 | . | -3 |
| 24 | COc1cccc(C(=O)CSc2nnc(NC(=O)Cc3cccs3)s2)c1 | 1 | -4 | -4 |

Profiles, looked up by structure. Screens in order: NPYLR7 agonist, mcGAS inh, hcGAS inh
O=C(CC1CC1)NCC1CCN(Cc2ccc(F)c(Cl)c2)C1 (centres undefined) is listed with 2, ., -3
O=C(Cc1noc(CCc2ccco2)n1)NCc1ccccc1 is listed with 10, ., -6
COc1cccc(C(=O)CSc2nnc(NC(=O)Cc3cccs3)s2)c1 is listed with 1, -4, -4
Cc1noc(C)c1C(=O)OCc1nc(-c2cccs2)no1 is listed with 13, ., -4
O=C(Cn1cnc2c(nnn2Cc2ccc(F)cc2)c1=O)c1ccccc1 is listed with 3, ., 1

Continued.
| item | smiles | NPYLR7 agonist | mcGAS inh | hcGAS inh |
| --- | --- | --- | --- | --- |
| 25 | COc1ccc(NC(=O)NCCNc2cc(-n3cccn3)nc(C)n2)c(OC)c1 | -9 | -7 | -6 |
| 26 | COC(=O)c1cc(OC)c(OC)cc1NCC(=O)Nc1sc(C)c(C)c1C(=O)OC | -2 | . | 2 |
| 27 | CC(C)CCN1CCCn2cccc2C1c1cccc(Cl)c1 (centres undefined) | 9 | -3 | -6 |
| 28 | Cn1c(=O)n(Cc2ccc(Cl)cc2Cl)c(=O)c2c1nc1n2CCCN1Cc1ccco1 | 11 | -6 | -7 |
| 29 | O=C(c1cc(C2CC2)[nH]n1)N1CCCCC1c1cccnc1 (centres undefined) | 1 | -14 | -1 |
| 30 | O=C(CSc1nnc(CCn2ccc(=O)[nH]c2=O)o1)Nc1ccccc1 | -2 | -7 | -4 |
| 31 | COc1cc(CN(C)Cc2nc(C)c(C)o2)c(SC)cc1OC | 2 | . | 1 |
| 32 | CN(Cc1cccc(C(N)=O)c1)C(=O)CC1OCCc2ccsc21 (centres undefined) | 6 | . | -10 |
| 33 | COC(=O)c1ccc(C2CC(=O)NCCN2CC2CC2)cc1 (centres undefined) | 18 | . | -5 |
| 34 | CCc1ccc(Cn2cnc(-c3ccccc3)c2-c2cnc(OC)nc2)nc1 | -1 | -14 | -3 |
| 35 | CC(=O)NCC(=O)N1CCN(c2nccc(Oc3cccc(C)c3)n2)CC1 | 1 | -5 | -1 |
| 36 | COc1ccc(C2c3cccn3CCCN2Cc2ccccc2[N+](=O)[O-])cc1 (centres undefined) | 35 | -4 | -4 |
| 37 | O=c1oc2ccc(Br)cc2cc1-c1nnc(Nc2cccc3ccccc23)s1 | -3 | . | 3 |
| 38 | O=C(Nc1noc2ncccc12)c1ccccc1F | -6 | -5 | -6 |
| 39 | CCOC(=O)[C@@H]1CN(C(=O)OCC)[C@H]2c3ccccc3O[C@@H]12 | -1 | 1 | 2 |
| 40 | Cn1cc(NC(=O)CN2CCCC(Nc3ccc(F)c(F)c3)C2)cn1 (centres undefined) | 2 | -15 | -2 |
| 41 | CCOC(=O)c1c(-c2ccc(Br)cc2)csc1NC(=O)C(C)(C)C | 1 | -4 | -6 |
| 42 | CCNc1ncc(C(=O)N(C)Cc2cc3cc(F)ccc3[nH]2)cn1 | -3 | -10 | -4 |
| 43 | CCCCCn1c(=O)c2c(nc3n2CCCN3c2ccc(Br)cc2)n(C)c1=O | 5 | . | -9 |
| 44 | CC(C)(C)c1ccc(CCC2OCC(CN3CCOCC3)O2)cc1 (centres undefined) | . | -3 | -21 |
| 45 | CC(NC(=O)N1CCCC(O)C1)C(C)(C)CN(C)C (centres undefined) | 2 | . | 4 |
| 46 | Cc1ccc(N=Cc2nc(-c3ccccc3)oc2O)cc1 | -4 | -7 | -3 |
| 47 | COc1ccc(-n2c(-c3ccccc3)cc(C(=O)N(CCN(C)C)Cc3ccccc3)c2C)c(OC)c1 | -7 | -7 | -14 |
| 48 | O=C1CC(c2ccc(S(=O)(=O)N3CCCC3)cc2)CN1 (centres undefined) | -1 | . | -6 |
| 49 | Cc1c(C(=O)N(C)Cc2ccc(F)cc2)sc(=O)n1Cc1ccc(C(C)C)cc1 | 15 | . | -6 |
| 50 | CN(C)c1cccc(-c2cc(C3(CNCCc4ccccc4)CC3)ccn2)c1 | -9 | -3 | 3 |
| 51 | CCCCCOc1cc(C)ccc1S(=O)(=O)N1CCN(c2ccccc2)CC1 | -4 | -1 | 3 |
| 52 | O=c1[nH]nc(CCn2cccn2)n1-c1ccccc1-c1ccccc1 | 10 | . | -7 |
| 53 | C=CCn1c(C)c(C)n2c3c(=O)[nH]c(=O)n(C)c3nc12 | 10 | . | -8 |
| 54 | Cc1ccc(-n2c(=O)[nH]c3c(C(=O)NC4CCCCCC4)cn(C)c3c2=O)cc1 | 1 | . | -2 |
| 55 | CN1CC(NC(=O)c2cc(C3CC3)[nH]n2)c2sccc2S1(=O)=O (centres undefined) | 28 | -9 | -4 |
| 56 | CC(C)NC(=O)C1(C)Cc2c(-c3ccc(C(N)=O)cc3)ccnc2O1 (centres undefined) | -16 | -6 | -5 |
| 57 | Cc1ccc(Cl)cc1N1CCN(C(=O)Nc2nncs2)CC1 | -1 | -3 | 5 |
| 58 | CCOC(=O)c1c(NC(=O)C2CC2)sc(C(=O)Nc2cccc(OC)c2)c1C | 12 | 3 | 5 |
| 59 | COCCN(Cc1cc(Cl)ccc1OS(=O)(=O)c1ccc(F)cc1)C(=O)c1cccc(F)c1 | 0 | -5 | -4 |
| 60 | O=C(CNC(=O)Cc1ccc(Cl)cc1)N=Nc1c(O)n(CCc2ccccc2)c2ccccc12 | 0 | -5 | -8 |
| 61 | COc1cc(OC)cc(-c2nnc(SCc3ccccc3Cl)n2-c2ccc(C)cc2)c1 | 13 | -4 | -1 |
| 62 | C=CCCC(O)(CCC=C)c1ccc(CN(CCOC)Cc2ccccc2OC)o1 | -11 | -3 | -1 |
| 63 | CC1CCc2nc(NC(=O)c3ccc([N+](=O)[O-])s3)sc2C1 (centres undefined) | 0 | -1 | 6 |
| 64 | Cc1nc(C)c(Cc2cccc(C(F)(F)F)c2)c(N2CCN(C(=O)c3cccc(Cl)c3)CC2)n1 | 3 | -8 | -3 |
| 65 | CCCn1c(O)c(N=NC(=O)c2ccc3ccccc3n2)c2ccccc21 | -1 | -6 | -2 |
| 66 | Cc1ncc(CN2CCc3cccc(C)c32)s1 | 2 | . | -11 |
| 67 | CCCCCc1ccc(C(=O)N(CC(=O)N2CCc3sccc3C2c2ccccc2)C(C)(C)C)cc1 (centres undefined) | -2 | -5 | -5 |
| 68 | CNC(=O)c1nnc2n1CCN(C(=O)c1ccc(OC)cc1)C2 | 0 | . | 4 |
| 69 | CCCCCCCn1c(CN2CCN(CC)CC2)nc2c1c(=O)n(C)c(=O)n2C | 6 | -9 | -4 |
| 70 | COc1ccc(CC(=O)NCC(c2cccc3ccccc23)N(C)C)cc1 (centres undefined) | -1 | -6 | -7 |
| 71 | O=S1(=O)CCC(N2CCCCC2)C1 (centres undefined) | 0&2 | -5 | -11&0 |
| 72 | O=C1NCCNC12CCN(S(=O)(=O)c1ccccc1C(F)(F)F)CC2 | 14 | . | -1 |
| 73 | Cc1nc2ccccn2c(=O)c1NC(=O)c1cccc([N+](=O)[O-])c1C | 5 | . | -13 |
| 74 | CCOc1cc(C=Nn2c(C)csc2=NC(C)C)ccc1O | -2 | -4 | -5 |
| 75 | CCn1cc(/C=C(\C#N)C(=O)Nc2cccc(C(F)(F)F)c2)c(C)n1 | 4 | . | 10 |
| 76 | N#Cc1ccc(NC(=O)CN2CCSC2=O)cc1 | 3 | . | -9 |
| 77 | O=C(NC1CC(=O)N(CCc2ccccc2)C1)c1[nH]cnc1-c1ccccc1 (centres undefined) | 7 | . | -8 |
| 78 | Cc1nc2ccccn2c(=O)c1NC(=O)c1ccc(Cl)cc1 | 2 | . | -17 |
| 79 | COc1ccc2ccccc2c1C=C1C(=O)N(C)C(=O)N(C)C1=O | -3 | -8 | -3 |
| 80 | COC1CN(C(=O)OCc2ccccc2)CCC(=O)N(C)c2ccccc21 (centres undefined) | 5 | -7 | -8 |
| 81 | O=c1nc(Nc2ccc3c(c2)OCO3)sc2ncccc12 | -2 | . | -1 |
| 82 | Cc1cc(Oc2cccc(Cl)c2)nc(SCc2cccc(C(F)(F)F)c2)n1 | 28 | -5 | -4 |
| 83 | CC(NC(=O)C1=COCCO1)c1ccc(Cl)c(Cl)c1 (centres undefined) | 8 | -8 | -11 |
| 84 | COc1cccc(CN(Cc2ccc(F)cc2)CC(O)COc2ccc(Cl)cc2)c1OC (centres undefined) | 24 | -7 | 1 |

Compounds 80–84 from above:
| item | smiles | NPYLR7 agonist | mcGAS inh | hcGAS inh |
| --- | --- | --- | --- | --- |
| 80 | COC1CN(C(=O)OCc2ccccc2)CCC(=O)N(C)c2ccccc21 (centres undefined) | 5 | -7 | -8 |
| 81 | O=c1nc(Nc2ccc3c(c2)OCO3)sc2ncccc12 | -2 | . | -1 |
| 82 | Cc1cc(Oc2cccc(Cl)c2)nc(SCc2cccc(C(F)(F)F)c2)n1 | 28 | -5 | -4 |
| 83 | CC(NC(=O)C1=COCCO1)c1ccc(Cl)c(Cl)c1 (centres undefined) | 8 | -8 | -11 |
| 84 | COc1cccc(CN(Cc2ccc(F)cc2)CC(O)COc2ccc(Cl)cc2)c1OC (centres undefined) | 24 | -7 | 1 |

More compounds follow.
| item | smiles | NPYLR7 agonist | mcGAS inh | hcGAS inh |
| --- | --- | --- | --- | --- |
| 85 | N#Cc1c(NC(=O)CCCl)sc2c1CCCC2 | -3 | -5 | -3 |
| 86 | CNc1nc(-c2ccc(Cl)cc2)c(CC(=O)O)s1 | 10 | . | -15 |
| 87 | CC1(Cc2cccc(C#N)c2)C(=O)Nc2ccc(-c3ccc(F)c(Cl)c3)cc21 (centres undefined) | 1 | -3 | 2 |
| 88 | Cc1nc2n(n1)C(=O)C(C(c1ccco1)N1CCN(Cc3ccccc3)CC1)S2 (centres undefined) | 3 | -7 | -6 |
| 89 | CC1CCN(C(=O)CN2CCN(S(=O)(=O)c3ccc(F)cc3)CC2)CC1 | 1 | -4 | -10 |
| 90 | Cc1nc(SCC(=O)NC(C)(C)C)c2c(C)c(C)sc2n1 | 1 | . | 0 |
| 91 | CCc1nc2c(OCCOc3ccccc3)cccn2c1N(C)C(=O)c1ccc2c(c1)OCO2 | -16 | -1 | 1 |
| 92 | COc1cccc(CCC(=O)N2CCCC(c3ccn[nH]3)C2)c1 (centres undefined) | 0 | -4 | -4 |
